High-throughput results deposited in PubChem by several laboratories.
Yfh1-depleted yeast: enhancers of respiration in Yfh1-depleted yeast, dose response, Friedreich's ataxia, plus single-dose screen (AID 1465); hit rate 0.074% among 220,000; S. cerevisiae Yfh1-off respiration, WST-1 reduction, 72 h; higher fold induction means a stronger effect; one-dose fold induction at 50 µM; EC50 in µM for titrated hits;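 active means fold induction of absorbance versus untreated yeast above a set limit, then at least 30% activation at any dose in follow-up; inconclusive means repeats straddling the limit, or above it without dose testing; inactive means fold induction below the set limit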;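 further: activators that raise dye reduction in frataxin-depleted yeast; strong numbers were not always called active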
Autophagy mod: autophagy modulators in MEF cells, primary screen, imaging, high-content, MEF GFP-LC3; hit rate 0.98% among 190,000; AID 463193, 2010; calls only at 10 µM (by protocol); MEF GFP-LC3 puncta imaging; test concentration mostly 10 µM;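 active means percentage of spot-positive cells more than 3 SD above its plate mean, without a fluorescence outlier flag or 80% toxicity; inconclusive means no clear call, values can overlap the other calls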;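 further: spot-positive cell cutoff set from DMSO-treated cells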
WT yeast gro inh: growth inhibition of WT strain, primary screen, mitochondrial fusion inhibitor project, WT and mutant strains, chemical genetic. AID 1362, 2008. hit rate 2.1% among 190,000. inhibition, % at 10 µM. mitochondrial fusion phenotypic screen; in the data active means inhibition above about 58%; tested in S. cerevisiae
bCat nuc transl: modulators of beta-catenin nuclear translocation, primary screen, imaging, HeLa cells, immunofluorescence, high-content; nuclear translocation activity, % at 5 µM; hit rate 0.3% among 190,000;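 active means nuclear translocation activity above 50% at 5 µM, with a well cell count of 50 or more; inconclusive means wells under 50 cells across six images, flagged as toxic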;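 further: per-cell ratio of nuclear to cytoplasmic median beta-catenin stain intensity; plate controls were DMSO negative control for no effect and GSK-3 inhibitor IX positive control for full effect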
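assay system = human HeLa cells, endogenous beta-catenin | times = compound treatment 24 h, 37°C, 5% CO2 | detection = Anti-beta-catenin immunofluorescence on PFA-fixed, Triton-permeabilized cells, DAPI nuclei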
Dynein cargo inh: inhibitors of GR-EGFP nuclear translocation, primary screen, dynein cargo transport inhibitor project, imaging, high-content, 3617.4 mouse cells; test concentration mostly 20 µM; stimulated with dexamethasone, 1 µM; active compounds read low; z-score, hits read low; hit rate 0.47% among 220,000;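 active means plate z-score of nuclear minus cytoplasmic receptor signal below a set negative limit, without overly bright fluorescence or cell loss, cut at about -3.5 in these data, passing the limit was not always enough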;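 further: z-score of nuclear minus cytoplasmic ring GR-EGFP intensity difference per well; some compounds called inactive have numbers as strong as hits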
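Buffer or medium: tet-free, stripped-serum medium; reagent: dexamethasone at 1.0 µM final, 30 min; incubation: 48 h induction, 1 h compound, 30 min dex at 37 °C; measured by: formaldehyde fixation, Hoechst nuclear stain, 10x automated fluorescence imaging; read-out: nuclear-to-cytoplasmic GR-EGFP distribution per well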
HIV peptide binding: inhibitors of HIV fusion peptide binding, primary screen, biochemical, uHTS, fluorescence dequenching (AID 1986) | cell-free peptide binding, fluorescence dequenching, 30 min; higher % means a stronger effect | one-dose inhibition, % at 20 µM; IC50 in µM for titrated hits | hit rate 0.3% among 290,000; in the data active means inhibition mostly above about 52%, no sharp cut-off; inactive means mostly below about 76%; further: some results filed as inactive read as strong as hits
AID2073: inhibitors of Mint1-CaV2.2 protein interaction, biochemical, HTRF (AID 2073) | Voltage-dependent N-type calcium channel subunit alpha-1B (Homo sapiens) | hit rate 0.19% among 290,000 | HTRF protein-protein interaction, Mint1-CaV2.2; higher % means a stronger effect | one-dose inhibition, % at 20 µM; IC50 in µM for titrated hits; in the data active means inhibition mostly above about 51%, no sharp cut-off; inconclusive means no clear call, values can overlap the other calls; inactive means mostly below about 53%; further: some results filed as inactive read as strong as hits
Insulin prom up: insulin promoter activators in MIN6 cells, imaging, high-content screening, mouse beta cells; MIN6 insulin promoter-GFP reporter; active compounds read high; z-score at 5 µM; hit rate 0.3% among 190,000;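 active means z-score above 3 at 5 µM with at least 500 cells counted in the well; inconclusive means wells under 500 cells, flagged as cytotoxic or low count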
MT stabilizer: microtubule stabilizers in HeLa cells, primary screen, imaging, high-content imaging | AID 2205, 2009 | HeLa tubulin immunostaining HCS, 24 h; share of cells brighter than vehicle mean+2SD | hit rate 0.83% among 200,000 | % tubulin-high responders, % at 10 µM;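 active means plate Z-score above 3 for both tubulin-high and condensed-nucleus cell shares, with cell loss under 80%, at 10 µM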;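 further: anti alpha tubulin signal scored within the nucleus-defined area of each cell; some results filed as inactive read as strong as hits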
WT yeast gro inh mutant strain: further read-out of WT yeast gro inh, marked with its call; inhibition, %; mitochondrial fusion phenotypic screen, mutant strain inhibition
Dynein cargo inh cytoplasmic EGFP: further read-out of Dynein cargo inh, marked with its call; z-score; measured here: cytoplasmic GR-EGFP intensity; active compounds read high
Dynein cargo inh nuclear GR-EGFP: recorded beside Dynein cargo inh, whose call it bears; z-score; measured here: nuclear GR-EGFP intensity;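 lower value marks the stronger effect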
Dynein cargo inh cell count: recorded beside Dynein cargo inh, whose call it bears; z-score; measured here: cell count per field
Insulin prom up cell count: also measured in Insulin prom up; calls as there; cell count; measured here: cytotoxicity, nuclei count;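 total cells summed across four imaged fields per well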
bCat nuc transl cell count 5 µM: recorded beside bCat nuc transl, whose call it bears; cell count; measured here: cell count, cytotoxicity flag
MT stabilizer Hoechst-high %: second read-out of MT stabilizer, no call of its own (marks repeat the call); % Hoechst-high responders; measured here: nuclear condensation Hoechst responders;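 share of cells brighter than vehicle mean plus two SD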
MT stabilizer cytotoxicity %: recorded beside MT stabilizer, whose call it bears; toxicity, %; measured here: cytotoxicity by cell density;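 0% = mean cell density of plate MIN control wells and 100% = no cells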
Autophagy mod cell loss 18 h: further read-out of Autophagy mod, marked with its call; toxicity, %; measured here: cell loss, nuclei count;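 cell loss after 18 h compound exposure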
* marks the source's active call; other numbers are inactive results; i = inactive; u = inconclusive; x = not tested or not shown; + = active, no number.

SMILES	Yfh1-depleted yeast	Autophagy mod	Autophagy mod cell loss 18 h	WT yeast gro inh	WT yeast gro inh mutant strain	bCat nuc transl	bCat nuc transl cell count 5 µM	Dynein cargo inh	Dynein cargo inh cytoplasmic EGFP	Dynein cargo inh nuclear GR-EGFP	Dynein cargo inh cell count	HIV peptide binding	AID2073	Insulin prom up	Insulin prom up cell count	MT stabilizer	MT stabilizer Hoechst-high %	MT stabilizer cytotoxicity %
CC(C)C(C)(C#N)NC(=O)CSc1nc(C2CCCCC2)n(-c2ccccc2)n1 (stereo not drawn)	i	i	5	-1	-4	-2.7	1043	-0.52	-0.23	-0.5	0.29	3.0%	-6%	-0.21	1217	2.5	2.2	5.3
O=c1c2c(nc3nc(NCc4ccc(Cl)cc4)[nH]n13)CCC2	i	i	-8	-5	9	2.9	1063	-0.73	-0.099	-0.42	1.4	1.1%	1%	-0.94	1143	3.4	1.8	7.6
CCC(C)NC(=S)NNC(=O)c1ccc(C(C)(C)C)cc1 (stereo not drawn)	i	i	-3	10	0	-1.8	1206	x	x	x	x	0.9%	-43%	0.29	1217	0.3	2.1	7.3
O=C1c2ccccc2S(=O)(=O)N1Cc1cc(=O)n2ccsc2n1	i	i	3	x	x	-3.6	941	-0.28	-0.2	0.11	-0.31	-1.5%	-4%	-0.9	1103	5.3	3.0	11
CCCC(=O)Nc1ccc(NC(=O)c2ccccn2)cn1	x	i	15	2	9	1.2	1101	0.96	-0.053	1.2	-1.2	4.1%	-8%	0.07	1284	6.8	2.0	13
Cc1ccc(OCCn2c(Br)nc3c2c(=O)n(C)c(=O)n3C)cc1	i	i	11	-7	-5	-1.0	1272	-0.89	-0.17	-0.45	-0.23	19%	25%	0.09	1156	3.3	2.1	6.9
COc1cccc2cc(-c3nc4ccccc4o3)c(=O)oc12	i	i	22	18	22	x	x	-0.24	-0.22	0.049	-0.33	5.9%	45%	-0.45	1216	2.2	2.2	4.7
O=C1C2C3C=CC(C3)C2C(=O)N1CCC(=O)N1CCc2ccccc21 (stereo not drawn)	i	i	-28	-14	-6	2.1	908	0.19	-0.19	0.95	0.21	-3.1%	7%	x	x	3.9	1.8	3.0
O=C(/C=C/c1ccc([N+](=O)[O-])cc1)Nc1ncc([N+](=O)[O-])s1	i	i	-4	32	23	1.1	948	-1	-0.22	-0.12	2	10%	58%	-1.3	540	4.6	2.4	2.1
CCCn1c(SCC(=O)Nc2cccc(S(=O)(=O)N(C)C)c2)nc2ccccc2c1=O	i	x	x	x	x	-1.4	1350	0.13	-0.26	-0.045	-0.051	-1.1%	4%	-0.31	1046	x	x	x
CCOC(=O)c1cc2c(ccn2C)n1CC(=O)N(C)C	i	i	-15	-17	-4	-1.4	998	-0.12	-0.36	0.16	1.5	3.6%	8%	0.29	1409	1.0	1.5	5.0
Cn1c(CSCc2ccccc2Cl)n[nH]c1=S	i	i	-18	11	8	1.7	939	1.8	0.035	2.2	-2.1	-0.6%	13%	0.98	1642	1.3	1.0	6.1
Cc1ccc(C(=O)N/N=C/c2ccc(S(=O)(=O)O)o2)c(Cl)c1	i	i	1	10	-3	-0.3	1432	0.29	-0.16	0.27	-0.22	-3.9%	-4%	-0.48	1297	4.6	1.3	0.6
COc1ccc(C(=O)NCC(=O)OCC(=O)c2ccc(Cl)cc2)cc1OC	i	i	13	6	14	3.3	923	-0.19	0.18	0.073	0.75	-1.1%	1%	0.6	1552	1.0	0.8	0.1
O=C(C1COc2ccccc2O1)N1CCCC1 (stereo not drawn)	i	i	1	7	-1	-1.5	1083	-1	-0.3	-0.3	2.5	-0.5%	-1%	0.9	887	1.6	1.0	8.3
FC(F)(F)c1ccccc1-n1c(-c2cnccn2)n[nH]c1=S	i	x	x	x	x	0.6	1266	-1.1	-0.29	-0.51	0.89	-1.5%	-39%	x	x	x	x	x
O=C(COC(=O)CCc1nc2ccccc2c(=O)[nH]1)Nc1ccc(Cl)cn1	i	x	x	x	x	0.2	1365	0.42	-0.18	0.11	0.093	2.9%	-7%	0.77	1047	x	x	x
CCC1=C(OC(=O)N(CC)CC)N2C(=O)OC(=NCC3CC3)[C@]2(C)[C@H]2C1=CC[C@H]1C(=O)N(CC(=O)OC)C(=O)[C@H]12	i	x	x	x	x	-1.7	1076	0.0018	-0.74	0.058	-0.13	0.1%	1%	0.28	1055	x	x	x
CC1CCc2ccccc2N1C(=O)c1cccs1 (stereo not drawn)	i	i	3	5	25	0.3	978	-0.26	-0.25	-0.16	0.5	-0.7%	3%	-0.73	1368	5.8	3.4	4.5
CC(=O)NC(c1cccs1)c1cc([N+](=O)[O-])c2cccnc2c1O (stereo not drawn)	25µM*	i	-17	-12	1	0.1	943	-0.49	-0.15	-0.31	-0.64	10%	23%	x	x	4.2	0.5	4.3
COc1ccc(-n2cc(-c3ccccc3)c3c(=O)[nH]cnc32)cc1	i	i	9	-4	-5	-1.5	520	-0.52	0.064	-0.53	0.43	-2.1%	-8%	-0.57	1235	2.9	2.6	2.5
O=C(CSc1nc(-c2ccco2)cc(C(F)(F)F)n1)NC1CCCC1	i	i	3	8	7	x	x	-0.12	-0.19	0.14	0.2	1.3%	1%	0.14	987	4.1	2.3	8.0
Cc1ccc(S(=O)(=O)NCc2ccncc2)cc1	i	i	51	2	0	x	x	-0.54	-0.12	-0.13	0.2	0.3%	-6%	u	x	1.6	1.8	12
O=C(NCCC1=CCCCC1)NC1CCCCC1	i	i	2	3	1	-3.1	1291	-1.2	-0.22	-0.42	0.69	3.3%	2%	0.4	1149	2.3	0.8	38
CCOc1ccccc1N(C(=O)CNC(=O)c1ccco1)C(C(=O)NC(C)(C)C)c1ccncc1 (stereo not drawn)	i	i	19	7	9	-4.7	818	-0.2	-0.33	-0.33	0.69	0.9%	8%	0.61	1108	4.4	3.3	3.4
c1ccc(N2CCOCCOCCOCCOCC2)cc1	i	x	x	x	x	0.0	1286	0.43	-0.25	0.16	-0.024	1.4%	-3%	0.13	1101	x	x	x
CC1(C)CC(=O)c2c(noc2-c2ccccc2)C1	i	i	20	-19	-3	-1.3	772	1.1	-0.46	0.72	0.5	-0.3%	13%	0.72	1284	5.9	1.6	1.9
NC(=O)CC(NC(=O)c1ccccc1)c1ccc(NCCc2ccc(F)cc2)c([N+](=O)[O-])c1 (stereo not drawn)	i	x	x	x	x	-0.3	1341	-0.94	-0.77	-0.73	0.91	-0.4%	17%	-0.62	1114	x	x	x
Cc1nn(-c2ccc(F)cc2)c(C)c1NS(=O)(=O)c1ccc(Cl)cc1	i	i	-2	15	11	x	x	-1.1	-0.24	-0.69	0.98	-1.6%	-3%	0.25	1312	2.6	3.6	27
O=C(Cc1ccccc1)NCC(=O)OCC(=O)c1ccccc1Cl	i	i	4	0	-7	4.2	706	-0.4	-0.34	0.52	0.01	-2.6%	-14%	1.2	1617	3.9	1.5	18
Cc1cc(Cl)ccc1OCc1nc(-c2ccc(O)cc2)n[nH]1	i	i	-12	17	13	4.7	976	-0.74	-0.22	-0.33	0.35	-0.6%	6%	0.09	1719	3.3	2.5	5.9
CCSc1ncc(/C=N/Nc2ccc([N+](=O)[O-])cc2)n1C	i	+	-3.9*	-4	14	18	1427	-0.94	1.3	-0.31	0.38	0.7%	4%	-0.16	1213	5.8	0.7	6.6
Cc1cccc(CS(=O)(=O)Cc2ccc(C(=O)NCC3CCCO3)o2)c1 (stereo not drawn)	x	i	-2	-3	-3	x	x	0.01	-0.2	-0.12	-0.059	0.4%	-8%	0.66	1293	3.2	2.0	4.6
O=C(CC1C(=O)NCCN1Cc1ccc(-c2ccccc2)cc1)NCCCn1cccn1 (stereo not drawn)	i	i	1	-12	-3	0.7	1594	0.19	-0.19	0.22	0.41	5.1%	0%	-0.31	1393	0.7	0.9	3.5
Cc1ccc(S(=O)(=O)N(C)C)cc1NC(=S)N1CCN(Cc2ccc3c(c2)OCO3)CC1	i	i	18	-15	9	-3.7	1099	-0.34	-0.27	0.13	-0.0093	0.5%	-24%	-2	1053	3.4	4.1	3.3

Exported in markdown: part of the list above
| structure | Yfh1-depleted yeast | Autophagy mod | Autophagy mod cell loss 18 h | WT yeast gro inh | WT yeast gro inh mutant strain | bCat nuc transl | bCat nuc transl cell count 5 µM | Dynein cargo inh | Dynein cargo inh cytoplasmic EGFP | Dynein cargo inh nuclear GR-EGFP | Dynein cargo inh cell count | HIV peptide binding | AID2073 | Insulin prom up | Insulin prom up cell count | MT stabilizer | MT stabilizer Hoechst-high % | MT stabilizer cytotoxicity % |
| --- | --- | --- | --- | --- | --- | --- | --- | --- | --- | --- | --- | --- | --- | --- | --- | --- | --- | --- |
| Cc1cccc(CS(=O)(=O)Cc2ccc(C(=O)NCC3CCCO3)o2)c1 (stereo not drawn) | x | i | -2 | -3 | -3 | x | x | 0.01 | -0.2 | -0.12 | -0.059 | 0.4% | -8% | 0.66 | 1293 | 3.2 | 2.0 | 4.6 |
| O=C(CC1C(=O)NCCN1Cc1ccc(-c2ccccc2)cc1)NCCCn1cccn1 (stereo not drawn) | i | i | 1 | -12 | -3 | 0.7 | 1594 | 0.19 | -0.19 | 0.22 | 0.41 | 5.1% | 0% | -0.31 | 1393 | 0.7 | 0.9 | 3.5 |
| Cc1ccc(S(=O)(=O)N(C)C)cc1NC(=S)N1CCN(Cc2ccc3c(c2)OCO3)CC1 | i | i | 18 | -15 | 9 | -3.7 | 1099 | -0.34 | -0.27 | 0.13 | -0.0093 | 0.5% | -24% | -2 | 1053 | 3.4 | 4.1 | 3.3 |
